KCNQ1 pot: potentiators or activators of KCNQ1 channel, primary screen, cell-based, thallium flux, high-throughput | B-score at 10 µM | AID 2648, 2010 | 310,000 tested, 0.35% active | CHO-K1 KCNQ1, thallium flux FluxOR fluorescence; hits give high values;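 active = fluorescence ratio B-score, a plate-corrected score, at least three library SD, with initial intensity B-score within 5 SD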
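Medium – assay buffer, equal DMSO in all wells · Material – CHO-K1 cell line with stable KCNQ1 potassium channel expression · Signal – kinetic FluxOR thallium fluorescence, 10-s 1-Hz baseline, 110-s post-stimulus read · Compound – single concentration per compound, DMSO matched to controls · Schedule – 37 °C overnight plating, 90-min dark dye load, 20-min compound pretreatment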
KCNK3 block: human KCNK3 channel inhibitors, primary screen, CHO cells, FluxOR thallium flux, B-score; Potassium channel subfamily K member 3 (Homo sapiens), O14649; FluxOR fluorescence; hits give low values; B-score at 10 µM; 340,000 tested, 0.84% active; AID 602410, 2012;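 active = B-score under library mean minus 4 SD, starting fluorescence ratio at most library mean plus 5 SD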;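 note: more negative B-score means stronger inhibition of thallium flux through KCNK3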
Target sequence (O14649 whole entry, looked up): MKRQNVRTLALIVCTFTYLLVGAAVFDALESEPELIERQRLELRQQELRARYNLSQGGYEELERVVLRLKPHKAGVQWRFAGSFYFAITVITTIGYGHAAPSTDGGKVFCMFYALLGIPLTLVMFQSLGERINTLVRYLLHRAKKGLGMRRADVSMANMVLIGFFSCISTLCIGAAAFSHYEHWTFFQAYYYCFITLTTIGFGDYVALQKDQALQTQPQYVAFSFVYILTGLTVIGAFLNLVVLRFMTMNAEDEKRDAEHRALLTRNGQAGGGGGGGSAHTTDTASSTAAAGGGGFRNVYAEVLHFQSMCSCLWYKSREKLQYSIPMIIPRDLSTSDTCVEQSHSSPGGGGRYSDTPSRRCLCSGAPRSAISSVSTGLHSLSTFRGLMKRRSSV
KCNK9 block: KCNK9 potassium channel inhibitors, primary screen, HEK293 cells, thallium flux | FluxOR thallium flux fluorescence; hits give low values | B-score at 10 µM | 310,000 tested, 1.2% active;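 active = ratio B-score over 3 SD below the library mean, with starting fluorescence within 5 SD of its mean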;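 note: negative B-score means less thallium flux so channel inhibition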
Target sequence (Q9NPC2 whole entry, looked up): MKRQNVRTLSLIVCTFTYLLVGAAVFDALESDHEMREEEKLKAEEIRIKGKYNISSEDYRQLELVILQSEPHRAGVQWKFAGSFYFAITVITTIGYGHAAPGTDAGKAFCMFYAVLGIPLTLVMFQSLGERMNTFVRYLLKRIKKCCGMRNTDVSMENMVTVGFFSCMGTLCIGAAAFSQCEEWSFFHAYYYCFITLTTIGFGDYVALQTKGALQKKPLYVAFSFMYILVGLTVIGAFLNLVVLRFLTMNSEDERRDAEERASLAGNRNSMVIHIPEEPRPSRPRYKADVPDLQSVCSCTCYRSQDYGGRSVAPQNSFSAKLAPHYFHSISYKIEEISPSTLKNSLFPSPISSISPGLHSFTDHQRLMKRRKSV
hERG rescue: hERG rescue from dofetilide block, primary screen, cell-based, CHO-hERG, FluxOR thallium flux, dofetilide IC70. 310,000 tested, 0.51% active. activation (rescue from dofetilide block), less the hit threshold, % at 10 µM. AID 1511, 2009. dofetilide IC70 present;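 active = activation above the mean of controls blocked by dofetilide plus 5 SD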;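 note: thallium influx through hERG after potassium depolarization seen as dye fluorescence rise; in these data hits start at about 4.7%; inactives centre near -7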
TRPC4 potent: positive allosteric modulators of TRPC4, primary screen, cell-based, mouse TRPC4beta, HEK293 mu-opioid, Fluo-4 calcium | 310,000 tested, 0.42% active | Short transient receptor potential channel 4 (Mus musculus), Q9QUQ5 | B-score at 10 µM | AID 2227, 2009 | DAMGO EC20, Fluo-4 Ca2+ flux; hits give high values;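 active = B-score of calcium response area above 5 SD of library B-scores, with initial fluorescence ratio within 5 SD of library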;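 note: B-score of integrated fluorescence ratio over time as area under calcium response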
HDAC3 inhib: HDAC3 deacetylase inhibitors, primary screen, biochemical, fluorescence, cell-free homogeneous. inhibition, % at 8.3 µM. recombinant HDAC3, fluorogenic peptide/trypsin coupled. 320,000 tested, 0.15% active; in the data active = inhibition above about 26%, passing the limit was not always enough
DYRK1A inh: rat Dyrk1A kinase inhibitors, primary screen, biochemical, single point, plate reader. Dual specificity tyrosine-phosphorylation-regulated kinase 1A (Rattus norvegicus), Q63470. ADP-Glo luminescence, NFATc1 peptide. inhibition, % at 12.5 µM. 310,000 tested, 0.43% active. AID 504441, 2011; in the data active = inhibition above about 50%;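 note: plate controls were vehicle with enzyme for no effect and no enzyme for full effect; many of its hits are not listed in these tables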
TRPC4 act: activators of mouse TRPC4 channel, primary screen, Fluo4 calcium, HEK293 TRPC4beta/mu-opioid cells; AID 2237, 2010; Short transient receptor potential channel 4 (Mus musculus), Q9QUQ5; 310,000 tested, 0.49% active; Fluo4 calcium fluorescence; hits give high values; B-score at 10 µM;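 active = B-score above 5 SD of library B-scores, and initial fluorescence ratio not above library mean plus 5 SD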;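 note: positive B-score marks a calcium rise read as TRPC4 activation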
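Test system: HEK293 cells stably co-expressing mouse TRPC4beta and mu-opioid receptor | Schedule: Fluo4 dye loading 45 min at room temperature, 110 s recording | Measured by: Kinetic Fluo4 calcium fluorescence, 5 s baseline at 1 Hz | Evaluation: B score of integrated ratio | Controls: Buffer (low) and maximal DAMGO (high)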
KCNQ1 block: inhibitors of human KCNQ1 channel, primary screen, cell-based, thallium flux, high-throughput | Potassium voltage-gated channel subfamily KQT member 1 (Homo sapiens), P51787 | CHO-K1 KCNQ1, FluxOR thallium flux fluorescence; hits give high values | B-score at 10 µM | 310,000 tested, 1.3% active | AID 2642, 2010;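 active = compounds whose thallium flux B-score, printed positive for inhibition, exceeds three library SD while starting fluorescence stays within three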;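 note: channel opened by potassium depolarization with thallium stimulus after 20 min compound exposure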
TMEM16A inh: TMEM16A chloride channel inhibitors, primary screen, cell-based, HTS; HEK293 TMEM16A/YFP iodide influx fluorescence, ionomycin; normalized B-score (activity score, 25-100; higher = stronger inhibition) at 10 µM; 310,000 tested, 1.2% active;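 active = ratio plate-corrected score three or more library SD toward inhibition, starting fluorescence score within five deviations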;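 note: score derived from kinetic fluorescence span divided by baseline fluorescence per well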
ANO1 activ: TMEM16A chloride channel activators or potentiators, primary screen, cell-based, HTS. Anoctamin-1 (Mus musculus), Q8BHY3. 340,000 tested, 0.3% active. HEK293 TMEM16A/YFP-H148Q/I152L, iodide quench fluorescence; hits give low values. B-score at 10 µM;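 active = fluorescence-ratio B-score plate-corrected deviation score at least 3 library SD below zero, with starting fluorescence score within 5 deviations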;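 note: channel opened by trigger with iodide after compound preincubation; score built on the fluorescence ratio of max minus min over baseline; more negative score means more quench and so TMEM16A activation or potentiation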
Active calls of the source: *; i = inactive; . = no result given.

Compound	KCNQ1 pot	KCNK3 block	KCNK9 block	hERG rescue	TRPC4 potent	HDAC3 inhib	DYRK1A inh	TRPC4 act	KCNQ1 block	TMEM16A inh	ANO1 activ
Cc1c(CCC(=O)NC2CC2)c(=O)oc2c(C)c(O)ccc12	i	i	i	-4	i	-19	-1	i	i	i	i
O=C(CSc1nc2ccccc2o1)Nc1nncs1	i	i	i	-7	i	-3	2	i	i	i	i
[N-]=[N+]=N[C@@H](CCN1CC[C@H](NC(=O)OCc2ccccc2)CCC1=O)c1ccccc1	i	i	i	-4	i	4	14	i	i	i	i
CCN(CC)CCCN(C(=O)Cn1nnc(-c2ccc(OC)c(OC)c2)n1)C(C(=O)NC(C)(C)C)c1ccc(F)cc1 (configuration not stated)	i	i	i	-10	i	2	1	i	i	i	i
Cc1ccccc1C(=O)Nc1nc2n(n1)C(c1ccccc1)CC(=O)N2 (configuration not stated)	i	i	i	-7	i	-7	-5	i	i	i	i
COc1ccc(Cc2nc3c4c(ncn3n2)Oc2ccc3ccccc3c2C4c2ccc(OC)c(OC)c2)cc1 (configuration not stated)	i	i	i	-9	i	3	-2	i	i	i	i
COc1ccc(-n2c(SCC(=O)N3CCCCC3)nc(O)cc2=O)cc1	i	i	i	-10	i	10	-9	i	i	i	i
Cc1c(NC(=O)CN2CCCc3ccccc32)c(=O)n(-c2ccccc2)n1C	i	i	i	-7	i	5	-8	i	i	i	i
CCC(=O)Nc1ccc(NC(=S)NC(=O)c2cc3ccccc3o2)cc1	i	i	i	-11	i	1	-6	i	i	i	i
Cc1cc(C)c(C(=O)CSC2=NC(N)=C(C#N)C3(CCCCC3)C2C(N)=O)cc1C (configuration not stated)	i	i	i	-22	i	-1	-5	i	i	i	i
COc1cc(-c2nnc(NC(=O)C3=COCCO3)o2)cc(OC)c1OC	i	i	i	-4	i	-6	8	i	i	i	i
CSc1nnc([C@H](C)NC(=O)OC(C)(C)C)o1	i	i	i	-25	i	0	-3	i	i	i	i

Of the compounds above, 3 have an aryl thioether with sulfur outside any ring.
Compound	KCNQ1 pot	KCNK3 block	KCNK9 block	hERG rescue	TRPC4 potent	HDAC3 inhib	DYRK1A inh	TRPC4 act	KCNQ1 block	TMEM16A inh	ANO1 activ
O=C(CSc1nc2ccccc2o1)Nc1nncs1	i	i	i	-7	i	-3	2	i	i	i	i
COc1ccc(-n2c(SCC(=O)N3CCCCC3)nc(O)cc2=O)cc1	i	i	i	-10	i	10	-9	i	i	i	i
CSc1nnc([C@H](C)NC(=O)OC(C)(C)C)o1	i	i	i	-25	i	0	-3	i	i	i	i

Further results
Compound	KCNQ1 pot	KCNK3 block	KCNK9 block	hERG rescue	TRPC4 potent	HDAC3 inhib	DYRK1A inh	TRPC4 act	KCNQ1 block	TMEM16A inh	ANO1 activ
COC(=O)c1ccc(S(=O)(=O)N2CCC(O)CC2)n1C	i	i	i	-7	i	-8	.	i	i	i	i
Cc1ccccc1NC(=O)Cn1nnc(-c2ccc(N3CCOCC3)cc2)n1	i	i	i	-12	i	-8	-2	i	i	i	i
COc1ccc(NC(=O)c2cc(-c3ccccc3Cl)on2)cc1	i	i	i	-2	i	4	.	i	i	i	i
COc1ccccc1CNC(=O)CCNS(=O)(=O)c1cccc2nsnc12	i	i	i	-5	i	5	3	i	i	i	i
CCN1C(=O)/C(=C\c2nc3ccccc3c(=O)n2-c2ccccc2)c2ccccc21	i	i	i	-7	i	1	-3	i	i	i	i
CCOC(=O)CNC(=O)N1CCCC(CNS(=O)(=O)c2cccs2)C1 (configuration not stated)	i	i	i	-7	i	5	1	i	i	i	i
O=C(NCc1ccc2c(c1)OCO2)C1CCCN(C(=O)c2ccc(Cl)cc2)C1 (configuration not stated)	i	i	i	-8	i	-1	6	i	i	i	i
O=C(NCCCN1CCCC1)c1ccc2c(c1)N(Cc1ccccc1)CCS2	i	i	i	-6	i	-44	1	i	i	i	i
Cc1ccc(S(=O)(=O)N2CCC(N3CCC(C)CC3)CC2)cc1	i	i	i	-7	i	11	9	i	i	i	i
Cc1cc(N=Cc2cc(Br)ccc2O)no1	i	i	i	-5	i	-10	-2	i	i	i	i
O=C(O)Cn1nnn(-c2ccccc2)c1=S	i	i	i	-6	i	-1	1	i	i	i	i
CCCCOc1cccc(NC(=O)CSc2nncn2C)c1	i	i	i	-11	i	0	12	i	i	i	i
O=C(Nc1ccccc1N1CCOCC1)c1ccc(N2CCOCC2)c([N+](=O)[O-])c1	i	i	i	-9	i	-5	-2	i	i	i	i
O=C(c1cc(-c2ccc(Br)cc2)on1)N1CCCCCC1	i	i	i	-8	i	2	1	i	i	i	i
COc1ccc(CCCc2nnc(SCC(=O)NN)o2)cc1	i	i	i	-4	i	-4	-3	i	i	i	i
O=C(Nc1cc(C(=O)N2CCN(c3ccccc3O)CC2)ccc1Cl)c1cccs1	i	i	i	-13	i	8	-5	i	i	i	i
CC(=O)Nc1ccc(N2CCOCC2)c(Cl)c1	i	i	i	-1	i	0	4	i	i	i	i
OC(COc1ccccc1Cl)CN1CCN(CC(O)COc2ccccc2Cl)CC1 (configuration not stated)	i	i	i	-32	i	0	14	i	i	i	i
COc1ccc(CN2CC(C(=O)NC3CCCCC3)CC2=O)cc1 (configuration not stated)	i	i	i	-2	i	-4	-6	i	i	i	i
CCCN(Cc1ccccc1)C(=S)NC(=O)c1ccccc1[N+](=O)[O-]	i	i	i	29*	i	-2	.	i	i	i	i
CC(=O)NCC(=O)OCc1ccc([N+](=O)[O-])cc1	i	i	i	-11	i	0	3	i	i	i	i
O=C(N/C(=C\c1ccco1)C(=O)N1CCCC1)c1ccccc1	i	i	i	-6	i	4	-1	i	i	i	i
O=C(CSc1nc2ccccc2s1)Nc1ccc2c(c1)oc1ccccc12	i	i	i	-12	i	-1	-3	i	i	i	i
CC(C)N(CCNC(=O)C1CCC(=O)N1Cc1ccc(F)cc1)Cc1ccccc1 (configuration not stated)	i	i	i	-4	i	-4	1	i	i	i	i

The list continues:
Values run as follows: KCNQ1 pot	KCNK3 block	KCNK9 block	hERG rescue	TRPC4 potent	HDAC3 inhib	DYRK1A inh	TRPC4 act	KCNQ1 block	TMEM16A inh	ANO1 activ
CC(C)(C)c1ccc(OCCC(=O)Nc2cccc(S(=O)(=O)N3CCCCC3)c2)cc1
    i	i	i	-2	i	-3	-4	i	i	i	i
COc1ccc(NC(=O)C2=Cc3cccc(OC)c3OC2)cc1
    i	i	i	-12	i	0	8	i	i	i	i
O=C(Cc1nn[nH]n1)Nc1cc(Cl)cc(Cl)c1
    i	i	i	-9	i	4	5	i	i	i	i
CCCCNC(=O)CCC(=O)Nc1ccc2nc(N3CCC(C)CC3)cc(C)c2c1
    i	i	i	-4	i	-13	-4	i	i	i	i
CN(C)S(=O)(=O)c1ccc(C(=O)NCCOc2ccccc2)cc1
    i	i	i	-9	i	2	-1	i	i	i	i
O=C(CS(=O)(=O)c1cn(Cc2ccc(F)cc2)c2ccccc12)N1CCOCC1
    i	i	i	-8	i	0	3	i	i	i	i
Cc1cc(-c2ccccc2)cc(-c2ccccc2)[n+]1C
    i	i	i	-8	i	2	-3	i	i	i	i
Cn1c(SCC(=O)NC2CCCCC2)nnc1-c1cc2ccccc2o1
    i	i	i	-4	i	3	-2	i	i	i	i
NC(=O)c1ccc(-n2nnnc2SCC(=O)Nc2ccccc2-c2ccccc2)cc1
    i	i	i	-8	i	1	4	i	i	i	i
COc1ccccc1[C@@H]1C(c2ccc(F)cc2)=NN(c2ccccc2)[C@H]1C(=O)N1CCOC1=O
    i	i	i	-14	i	10	29	i	i	i	i
CCOC(=O)c1ccc[n+](CC(=O)c2ccc(NC(=O)c3ccccc3)cc2)c1
    i	i	i	-4	i	1	4	i	i	i	i
Cc1nc2c(=O)n(C)c(=O)[nH]c2n1Cc1ccccc1
    i	i	i	-9	i	-16	4	i	i	i	i
CCN(CCNC(=O)c1ccc(C#N)cc1)c1cccc(C)c1
    i	i	i	-4	i	2	0	i	i	i	i
O=C(Nc1cnc2sccn2c1=O)c1ccc(Cl)cc1Cl
    i	i	i	-5	i	-2	-6	i	i	i	i
COc1ccc(CCN2CC(C(=O)NCCN3CCOC3=O)CCC2=O)cc1 (configuration not stated)
    i	i	i	-8	i	-6	-2	i	i	i	i
CCc1ccc(N(C(C)=O)C2C=CS(=O)(=O)C2)cc1 (configuration not stated)
    i	i	i	-12	i	5	-5	i	i	i	i

Single values from the entries so far.
COc1ccc(NC(=O)C2=Cc3cccc(OC)c3OC2)cc1 in HDAC3 inhib shows 0
O=C(Cc1nn[nH]n1)Nc1cc(Cl)cc(Cl)c1 in HDAC3 inhib shows 4
COc1ccccc1[C@@H]1C(c2ccc(F)cc2)=NN(c2ccccc2)[C@H]1C(=O)N1CCOC1=O in HDAC3 inhib shows 10
Cc1nc2c(=O)n(C)c(=O)[nH]c2n1Cc1ccccc1 in HDAC3 inhib shows -16

High-throughput results: PubChem BioAssay, several laboratories

An excerpt; rates above refer to the full screens.
